Assay outcomes as filed in PubChem BioAssay.
MEP2 TOR yeast – modulators of MEP2-GFP levels in yeast, primary screen, S. cerevisiae, multiplex flow cytometry, MLPCN library; S. cerevisiae MEP2-GFP strain, 3 h; 100% = DMSO control level; GFP response vs DMSO, % at 10 µM; AID 2016, 2009; actives 0.51% (n = 330,000);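 active = GFP response versus DMSO above a set limit, roughly screen mean plus 3 SD, cut at about 180% in these data; inconclusive = fewer than 70 cells counted for a yeast strain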;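 also: median GFP fluorescence of the barcode-gated MEP2-GFP cells per well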
CIT2 TOR yeast – modulators of CIT2-GFP expression in yeast, primary screen, S. cerevisiae, GFP fusion, multiplex flow cytometry, MLPCN library; S. cerevisiae CIT2-GFP strain, 3 h; 100 means same as DMSO wells; GFP response vs DMSO, % at 10 µM; actives 0.065% (n = 320,000); AID 2029, 2009;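 active = GFP response relative to DMSO above a set limit, near the screen mean plus 3 SD, cut at about 150% in these data; inconclusive = Fewer than 70 cells measured for a yeast strain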;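 also: ratio of well median GFP fluorescence to mean of DMSO wells on the plate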
GRK2 inh – compounds blocking aptamer binding on GRK2 – biochemical, human GRK2, bead flow cytometry, HTS, primary screen | Beta-adrenergic receptor kinase 1 (Homo sapiens), P25098 | inhibition of aptamer binding, % at 10 µM | actives 0.59% (n = 330,000) | FAM-aptamer displacement from GRK2;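 active = inhibition of aptamer binding above 40%, roughly 3 SD of noise, on plates passing a quality check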;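 also: median bead fluorescence of bound FAM aptamer so fluorescent compounds give negative values; no value below 0 was filed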
Target sequence (P25098 whole entry, looked up): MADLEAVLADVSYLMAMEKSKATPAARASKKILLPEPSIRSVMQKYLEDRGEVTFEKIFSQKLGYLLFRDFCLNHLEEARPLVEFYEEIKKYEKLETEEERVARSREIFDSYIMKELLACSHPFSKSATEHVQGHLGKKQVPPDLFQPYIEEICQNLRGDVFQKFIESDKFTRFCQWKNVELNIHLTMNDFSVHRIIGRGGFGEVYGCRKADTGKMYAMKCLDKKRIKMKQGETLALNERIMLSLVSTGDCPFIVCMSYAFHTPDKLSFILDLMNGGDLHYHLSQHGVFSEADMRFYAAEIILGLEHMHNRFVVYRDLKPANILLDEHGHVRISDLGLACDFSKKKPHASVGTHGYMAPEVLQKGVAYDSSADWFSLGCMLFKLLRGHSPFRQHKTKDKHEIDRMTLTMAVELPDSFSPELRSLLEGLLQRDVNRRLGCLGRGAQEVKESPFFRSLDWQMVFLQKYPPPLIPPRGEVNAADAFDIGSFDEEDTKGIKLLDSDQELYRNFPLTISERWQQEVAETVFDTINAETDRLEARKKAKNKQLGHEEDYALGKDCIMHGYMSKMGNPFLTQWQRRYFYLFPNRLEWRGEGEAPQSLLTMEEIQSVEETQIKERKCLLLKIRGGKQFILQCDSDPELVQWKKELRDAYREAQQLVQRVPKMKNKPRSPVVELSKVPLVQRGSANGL
VLA-4 inh – inhibition in human VLA-4 binding assay, primary screen, VLA-4 allosteric modulator project, MLPCN library, flow cytometry, VLA-4 expressing cells | Integrin alpha-4 (Homo sapiens), P13612 | ligand binding flow cytometry | inhibition, % (about 7 µM as worked out from the volumes in the protocol) | actives 0.2% (n = 330,000) | AID 2557, 2010; in the data active = inhibition above about 50%
LAP4-GFP MLPCN – modulators of LAP4-GFP expression in yeast, primary screen, S. cerevisiae, multiplex flow cytometry, MLPCN library | 3 h; median GFP as percent of DMSO wells | GFP response vs DMSO, % at 10 µM | actives 0.34% (n = 320,000) | AID 2023, 2009;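 active = GFP response vs DMSO above a set limit, about the screen mean plus 3 SD, cut at about 150% in these data; inconclusive = under 70 cell events counted for the yeast strain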
RPL19A-GFP yeast – RPL19A-GFP expression modulators in yeast, primary screen, cell-based, S. cerevisiae, multiplex flow cytometry, MLPCN; percent response vs DMSO, % at 10 µM; AID 2025, 2009; actives 0.3% (n = 330,000); S. cerevisiae RPL19A-GFP strain, 3 h; hits give low values;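 active = percent response vs DMSO below 50%; inconclusive = fewer than 70 events counted for the yeast strain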;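 also: median channel GFP fluorescence of the barcoded RPL19A-GFP strain; ratio of sample median GFP to plate DMSO average so 100% = DMSO; lower means less RPL19A-GFP as with rapamycin TOR inhibition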
AGP1-GFP MLPCN – modulators of AGP1-GFP expression in yeast TOR pathway, primary screen, cell-based, multiplex flow cytometry, S. cerevisiae, MLPCN library | 3 h; GFP as percent of DMSO wells | actives 0.02% (n = 320,000) | GFP response vs DMSO, % at 10 µM;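 active = GFP response relative to DMSO above a set limit, near screen average plus 3 SD, cut at about 150% in these data; inconclusive = fewer than 70 cells counted for the yeast strain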;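 also: median GFP channel fluorescence of the gated AGP1 strain per well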
JMJD2C inh – inhibitors of GASC-1 histone demethylase, primary screen, biochemical, fluorescence, DELFIA europium | AID 2099, 2009 | GST-JMJD2C(1-420) H3K9me3 demethylation | inhibition, % at 2.35 µM | actives 0.069% (n = 330,000) | Lysine-specific demethylase 4C (Homo sapiens), Q9H3R0;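 active = more than half of a compound's replicate wells show inhibition beyond 50%, single wells judged on their own value; inconclusive = some, but no more than half, of replicates pass 50% inhibition; inactive = no replicate passes 50% inhibition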;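 also: signal counts dimethyl H3K9 product captured on neutravidin plate; 0% = median of DMSO wells and 100% = 0.3 times that DMSO median; strong numbers were not always called active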
Target sequence (Q9H3R0 1-420 limits assumed): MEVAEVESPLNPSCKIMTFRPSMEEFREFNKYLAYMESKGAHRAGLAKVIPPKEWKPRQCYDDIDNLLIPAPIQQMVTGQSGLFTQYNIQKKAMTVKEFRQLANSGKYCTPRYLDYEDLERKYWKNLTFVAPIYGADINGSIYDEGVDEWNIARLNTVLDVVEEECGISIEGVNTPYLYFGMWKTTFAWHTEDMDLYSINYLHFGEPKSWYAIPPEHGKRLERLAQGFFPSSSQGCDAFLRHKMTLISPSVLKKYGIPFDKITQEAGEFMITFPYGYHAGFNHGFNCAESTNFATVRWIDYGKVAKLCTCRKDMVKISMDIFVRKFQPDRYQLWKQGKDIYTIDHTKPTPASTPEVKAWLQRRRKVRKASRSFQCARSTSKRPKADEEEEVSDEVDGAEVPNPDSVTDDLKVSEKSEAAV
Active calls of the source: *; ? = inconclusive; . = not tested or not shown; & = joins results of further samples.

(1) Cc1ccc2c(c1)nc(-n1nc(C)cc1C)c1nnnn12
(2) CC(Oc1cccc([N+](=O)[O-])c1)C(=O)NCCC1=CCCCC1 (stereo unspecified)
(3) CC(=O)NC1N=C(C)N(c2ccccc2)C1=O (stereo unspecified)
(4) Cc1ccc(-c2nnc(CN3CCCCC3C)o2)cc1 (stereo unspecified)
(5) COc1ccc2oc(=O)cc(CN(C)Cc3ccccc3)c2c1
(6) COc1cccc2c1Oc1ncccc1N(C(=O)CCC(=O)NCc1ccccc1Cl)C2
(7) COC(=O)c1cc(S(=O)(=O)NCC2CCN(Cc3cccc(F)c3)CC2)cn1C
(8) O=C(Nc1cccc(S(=O)(=O)N2CCCCC2)c1)c1ccc(OCC2CCCO2)cc1 (stereo unspecified)

assay / entry | 1 | 2 | 3 | 4 | 5 | 6 | 7 | 8
MEP2 TOR yeast | 101 | 105 | 104 | 97 | 98 | 90 | 103 | 87
CIT2 TOR yeast | 107 | 98 | 96 | 101 | 106 | 94 | 99 | 105
GRK2 inh | 2 | 5 | 0 | 0 | 1 | 1 | 1 | 0
VLA-4 inh | -6 | 7 | 2 | -1 | 18 | 4 | 31 | -1
LAP4-GFP MLPCN | 91 | 110 | 93 | 89 | 95 | 103 | 93 | 100
RPL19A-GFP yeast | 104 | 101 | 99 | 100 | 105 | 96 | 100 | 95
AGP1-GFP MLPCN | 94 | 104 | 101 | 93 | 105 | 105 | 102 | 103
JMJD2C inh | 0 | 10 | 20 | 6 | -7 | 4 | 30 | -31

(9) Cc1ccc(S(=O)(=O)NCC(=O)NCc2ccncc2)cc1
(10) CSc1ccccc1NC(=O)CN(C)Cc1cccc(Cl)c1
(11) O=C(COc1ccccc1F)NNC(=O)c1ccc(F)c(S(=O)(=O)N2CCOCC2)c1
(12) CSc1ccc(/C=C/C(=O)OCC(=O)N2CCc3ccccc32)cc1
(13) Cc1cc(=O)[nH]c(SCC(=O)Nc2ccc(Br)cn2)n1
(14) O=C(CNCc1ccccc1Cl)Nc1ccc(C(=O)N2CCCCC2)cc1
(15) COC(=O)[C@H](Cc1ccccc1)NC(=O)N1CCC(C)CC1
(16) Cc1noc(C)c1S(=O)(=O)N(C)C[C@H]1Oc2c(NC(=O)NC(C)C)cccc2C(=O)N([C@H](C)CO)C[C@@H]1C

assay / entry | 9 | 10 | 11 | 12 | 13 | 14 | 15 | 16
MEP2 TOR yeast | 115 | 99 | 102 | 94 | 109 | 87 | 102 | 94
CIT2 TOR yeast | 110 | 97 | 110 | 92 | 97 | 94 | 96 | 101
GRK2 inh | 0 | 0 | 2 | 0 | 8 | 0 | 0 | 1
VLA-4 inh | -5 | 1 | 0 | -5 | 24 | 2 | 3 | 2
LAP4-GFP MLPCN | 111 | 103 | 93 | 103 | 98 | 95 | 103 | 110
RPL19A-GFP yeast | 104 | 100 | 101 | 95 | 103 | 98 | 107 | 96
AGP1-GFP MLPCN | 109 | 105 | 100 | 96 | 102 | 95 | 99 | 101
JMJD2C inh | -7 | 0 | 5 | -6 | -38 | 1 | -5 | .

(17) N/C(=N\OC(=O)/C=C/c1ccc(Br)cc1)c1ccccn1
(18) CC(CCc1ccccc1)NC(=O)CNC(=O)COc1ccccc1 (stereo unspecified)
(19) COc1ccc(CN2CCN(C(=O)CCC(=O)c3ccc(C)s3)CC2)cc1OC
(20) COC(=O)C1CCN(c2ccc([N+](=O)[O-])cc2[N+](=O)[O-])CC1
(21) COc1ccc(/C=C/C(=O)CCC(=O)O)cc1
(22) Cc1cccc(NC(=O)c2ccc(S(=O)(=O)NCc3cccnc3)cc2)c1
(23) Cc1ncoc1C(=O)NCc1ccccc1Cl
(24) Fc1ccc(-n2nnc(-c3ncc[nH]3)n2)cc1

assay / entry | 17 | 18 | 19 | 20 | 21 | 22 | 23 | 24
MEP2 TOR yeast | 108 | 101 | 104 | 94 | 102 | 102 | 95 | 99
CIT2 TOR yeast | 94 | 104 | 102 | 88 | 100 | 103 | 102 | 99
GRK2 inh | 0 | 9 | 0 | 0 | 0 | 2 | 1 | 2
VLA-4 inh | 4 | -1 | -12 | 4 | 0 | -4 | -2 | 15
LAP4-GFP MLPCN | 94 | 105 | 103 | 100 | 97 | 97 | 96 | 98
RPL19A-GFP yeast | 100 | 111 | 102 | 101 | 103 | 102 | 97 | 103
AGP1-GFP MLPCN | 91 | 104 | 110 | 97 | 101 | 105 | 98 | 107
JMJD2C inh | 4 | 11 | 5 | 0 | -6 | -2 | ? | -1

(25) O=C(COC(=O)c1ccc([N+](=O)[O-])s1)c1ccc[nH]1
(26) CC(CCCC(C)(C)O)NCc1cn[nH]c1-c1ccc2c(c1)OCO2 (stereo unspecified)
(27) O=C(CNC(=O)c1ccc(S(=O)(=O)N2CCCC2)cc1)N/N=C/c1ccc(F)cc1
(28) O=c1c2c(nc3nc(NCc4ccc(Cl)cc4)[nH]n13)CCC2
(29) Cc1ccc(-n2nc3c(c2NC(=O)c2c(-c4ccccc4Cl)noc2C)CS(=O)(=O)C3)c(C)c1
(30) Cc1cc2n(n1)C(c1ccccc1Cl)Nc1ccccc1-2 (stereo unspecified)
(31) Cc1ccc(C(C(=O)NCC2CCCO2)N(C(=O)c2snc(C(N)=O)c2N)c2ccc(C(C)C)cc2)o1 (stereo unspecified)
(32) CC(=O)c1cn(N2CCCCC2)c(=O)[nH]c1=O

assay / entry | 25 | 26 | 27 | 28 | 29 | 30 | 31 | 32
MEP2 TOR yeast | 98 | 100 | 108 | 106 | 107 | 123 | 105 | 99
CIT2 TOR yeast | 96 | 105 | 105 | 116 | 117 | 104 | 109 | 99
GRK2 inh | 1 | 0 | 2 | 0 | 2 | 1 | 1 | 0
VLA-4 inh | 12 | 14 | 31 | 0 | -4 | -8 | 0 | -3
LAP4-GFP MLPCN | 113 | 102 | 114 | 108 | 108 | 106 | 92 | 87
RPL19A-GFP yeast | 93 | 101 | 103 | 102 | 106 | 98 | 103 | 102
AGP1-GFP MLPCN | 97 | 101 | 108 | 106 | 114 | 104 | 105 | 102
JMJD2C inh | -9 | 9 | -4 | -19 | 2 | 7 | -27 | -16

Reprinted from the part before: four entries, then new ones.
(29) Cc1ccc(-n2nc3c(c2NC(=O)c2c(-c4ccccc4Cl)noc2C)CS(=O)(=O)C3)c(C)c1
(30) Cc1cc2n(n1)C(c1ccccc1Cl)Nc1ccccc1-2 (stereo unspecified)
(31) Cc1ccc(C(C(=O)NCC2CCCO2)N(C(=O)c2snc(C(N)=O)c2N)c2ccc(C(C)C)cc2)o1 (stereo unspecified)
(32) CC(=O)c1cn(N2CCCCC2)c(=O)[nH]c1=O
(33) COc1ccc(-n2c(=O)cc(N3CC(C)OC(C)C3)[nH]c2=O)cc1 (stereo unspecified)
(34) CC(=O)N1CCc2cc(S(=O)(=O)NCCN3CCC(C)CC3)ccc21
(35) O=C(Cn1c(-c2ccccc2)noc1=O)Nc1ccc(S(=O)(=O)N2CCOCC2)cc1
(36) COc1ccc(-n2c(=S)[nH]c3cc(C(=O)NCCCN4CCOCC4)ccc3c2=O)cc1OC
(37) Cc1ccc(-n2nc3c(N4CCC(C(=O)N5CCCCCC5)CC4)nnc(C)c3c2C)cc1
(38) CCn1cc(CN2CCC(n3nccc3NC(=O)C(OC)c3ccccc3)CC2)cn1 (stereo unspecified)
(39) COc1cccc(CN(C)CC(=O)NCc2ccccc2Cl)c1OC
(40) Cc1cccc(C)c1NC(=O)CSCC(=O)c1ccc(O)c(O)c1

assay / entry | 29 | 30 | 31 | 32 | 33 | 34 | 35 | 36 | 37 | 38 | 39 | 40
MEP2 TOR yeast | 107 | 123 | 105 | 99 | 101 | 95 | 107 | 108 | 107 | 103 | 105 | 97
CIT2 TOR yeast | 117 | 104 | 109 | 99 | . | 91 | 102 | 101 | 98 | 95 | 114 | 113
GRK2 inh | 2 | 1 | 1 | 0 | 1 | 0 | 0 | 3 | 0 | 0 | 7 | 0
VLA-4 inh | -4 | -8 | 0 | -3 | 1 | 12 | 19 | 56* | 11 | -2 | 16 | 7
LAP4-GFP MLPCN | 108 | 106 | 92 | 87 | 97 | 102 | 107 | 91 | 96 | 105 | 105 | 96
RPL19A-GFP yeast | 106 | 98 | 103 | 102 | 102 | 98 | 105 | 107 | 100 | 97 | 103 | 102
AGP1-GFP MLPCN | 114 | 104 | 105 | 102 | 105 | 99 | 109 | 98 | 98 | 95 | 110 | 104
JMJD2C inh | 2 | 7 | -27 | -16 | 6 | 0 | 34&-1 | 5 | 40 | 4 | 50 | 19

(41) COc1ccc(C(=O)NCc2nnc(SCC(=O)N3CCCC3)o2)cc1
(42) CSc1nnc(-c2ccco2)n1-c1ccccc1
(43) COc1ccccc1/C=C1/SC(=S)N(C(C)C(=O)NC2C=CS(=O)(=O)C2)C1=O (stereo unspecified)
(44) O=C(Nc1cccc(F)c1)c1coc(=O)c(Br)c1
(45) FC(F)Oc1ccc(C2=Nn3c(nnc3-c3ccccc3Cl)SC2)cc1OCC1CC1
(46) COc1cc(C(=O)Nc2ccc3c(c2)N(C(=O)CCN(C)C)c2ccccc2CC3)cc(OC)c1OC
(47) O=S(=O)(NCCO)c1ccc2c(c1)Cc1cc(S(=O)(=O)NCCO)ccc1-2
(48) COc1ccccc1NC(=O)CN1CCC(n2nnc3cc(F)ccc32)CC1

assay / entry | 41 | 42 | 43 | 44 | 45 | 46 | 47 | 48
MEP2 TOR yeast | 95 | 95 | 109 | 108 | 101 | 106 | 96 | 102
CIT2 TOR yeast | 101 | 96 | 106 | 118 | 105 | 100 | 94 | 102
GRK2 inh | 3 | 3 | 0 | 0 | 2 | 0 | 2 | 1
VLA-4 inh | 19 | 3 | -3 | 10 | 2 | -4 | 6 | -5
LAP4-GFP MLPCN | 94 | 92 | 107 | 91 | 111 | 101 | 93 | 103
RPL19A-GFP yeast | 99 | 91 | 108 | 107 | 100 | 99 | 101 | 104
AGP1-GFP MLPCN | 104 | 100 | 104 | 99 | 104 | 104 | 92 | 99
JMJD2C inh | 6 | -1 | 37 | 7 | . | 2 | 0 | 172

(49) COC(=O)c1ccc(NC(=O)CSc2ccccc2)cc1
(50) O=C(COC(=O)c1ccco1)Nc1cc(S(=O)(=O)N2CCOCC2)ccc1Cl
(51) Cn1c(SCC(=O)NNC(=S)Nc2ccccc2)nnc1-c1ccccc1
(52) CCOC(=O)C1=C(N)N2C(=O)CSC2=C(C(=O)OC)C1
(53) CC(/C=C/c1ccco1)=N\NC(=O)C(O)c1ccccc1 (stereo unspecified)
(54) COc1cc(/C=C(\NC(=O)c2ccccc2)C(=O)NCCO)c([N+](=O)[O-])cc1OC
(55) O=C(NC1CCCC1)c1cc2cc(Br)ccc2o1

assay / entry | 49 | 50 | 51 | 52 | 53 | 54 | 55
MEP2 TOR yeast | 94 | 99 | 90 | 101 | 103 | 98 | 94
CIT2 TOR yeast | 81 | 99 | 92 | 108 | 103 | 108 | .
GRK2 inh | 1 | 0 | 0 | 3 | 3 | 0 | 0
VLA-4 inh | 4 | 8 | 2 | 4 | 6 | 22 | 4
LAP4-GFP MLPCN | 89 | 96 | 97 | 92 | 89 | 92 | 93
RPL19A-GFP yeast | 93 | 96 | 92 | 100 | 107 | 103 | 99
AGP1-GFP MLPCN | 80 | 95 | 99 | 100 | 96 | 100 | 79
JMJD2C inh | 0 | 2 | -3 | -5 | -2 | -1 | 2
